Screens as filed in PubChem BioAssay.
K1F lysis inhibition – inhibition of K1F phage lysis, E. coli UTI89, bacterial capsule biogenesis inhibitors, alamar blue (AID 488966) | E. coli UTI89 K1F phage lysis, alamar blue, 2 h; higher % means a stronger effect | hit rate 0.02% among 340,000 | inhibition, % at 100 µM; hits with a dose series show IC50 in µM;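 active = phage lysis inhibition, versus mean bacterial control, above a set limit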;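 also: capsule biogenesis inhibitors block K1F phage lysis so surviving cells raise fluorescence; higher fluorescence means more inhibition of phage lysis; actives were called in the ten point dose series up to 300 µM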
Myeloid diff MLP – myeloid differentiation induction | AID 624256 | calls only at 10 µM | ER-HoxA9 myeloid progenitors, lysozyme-GFP differentiation, flow cytometry | hit rate 1% among 360,000;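 active = normalized GFP-positive differentiation at or above the plate's own cutoff, the solvent-only control mean plus 3 SD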;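 also: cells exposed to compound for four days before flow analysis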
Myeloid diff MLP GFP+ MAC1+ % – further read-out of Myeloid diff MLP, marked with its call; GFP+ MAC1+ double positive, %; measured here: differentiation confirmed by MAC1 staining
* = called active by the depositor; i = inactive; + = active, no number; [ ] = dose if it differs, or a comment.

Molecule | Myeloid diff MLP GFP+ MAC1+ % | K1F lysis inhibition | Myeloid diff MLP
COc1ccc(-c2ccc(=O)n(CC(=O)NCC3COCCO3)n2)cc1 (stereo unspecified) | 0.6 | 0.9%[50 µM] | i
COc1ccccc1-c1nn(Cc2ccccc2)cc1C(=O)N1CCN(c2ncccn2)CC1 | 0.5 | 0.6%[50 µM] | i
C[C@@H](NC(=O)c1nc[nH]c1C(=O)NCc1ccccc1)c1ccccc1 | 1.7 | 0.6% | i
Cc1ccc(C)c(S(=O)(=O)N2CCN(c3nc(CN4CCOCC4)nc4sc(C)c(C)c34)CC2)c1 | 0.4 | -0.2% | i
COC(=O)[C@H](CC(C)C)N(Cc1ccccc1)S(=O)(=O)N(Cc1ccc(OC)cc1)[C@@H](CC(C)C)C(=O)OC | 0.7 | 4.0% | i
CC(Sc1nccn1C)C(=O)c1c(N)n(C)c(=O)n(C)c1=O (stereo unspecified) | 0.7 | 1.3%[50 µM] | i
Cc1noc(C)c1C(=O)OC(C)C(=O)Nc1ccc2c(c1)OCO2 (stereo unspecified) | 0.5 | -0.5% | i
O=S(=O)(c1ccc(F)cc1F)N1CCN(CCO)CC1 | 0.5 | -0.8% | i
Cc1cccc(Oc2ccccc2NC(=O)C2=COCCO2)c1 | 1.3 | 0.4% | i
COc1ccc(OCC(=O)Nc2ccc(OC)c(S(=O)(=O)N3CCCCC3)c2)cc1 | 1.1 | 0.4%[50 µM] | i
O=C(CCNC(=O)Cn1ccc2ccccc2c1=O)NCCN1CCN(c2ccccc2F)CC1 | 0.5 | 5.5% | i
CCOc1ccc(S(=O)(=O)N2CCCCC2)cc1NC(=O)CCc1ccc(OC)cc1 | 1.4 | 5.2% | i
NC(=O)CC(NC(=O)Cc1ccc(Br)cc1)c1ccc(N2CCC(N3CCCC3)CC2)c([N+](=O)[O-])c1 (stereo unspecified) | 2.2 | -0.7% | i
COc1ccccc1CNS(=O)(=O)CCNCCc1ccccc1 | 0.6 | 0.4% | i
CCOC(=O)C1=C(COC(=O)c2ccc(C)s2)NC(=O)NC1C (stereo unspecified) | 1.7 | 1.1%[50 µM] | i
CCn1c(=O)c2sccc2n(Cc2cccc(C)c2)c1=O | 0.7 | 0.1% | i
CCN(CC(=O)Nc1ccccc1OC)C(=O)CN1C(=O)NC(C)(c2ccc3ccccc3c2)C1=O (stereo unspecified) | 0.9 | 0.1% | i
CC1(C)CC(=O)C=C(c2ccc3[nH]ccc3c2)C1 | 2.0 | 0.7% | i
CCc1nnc(NC(=O)c2cc3c(s2)CCCCC3)s1 | 0.4 | -1.2% | i
NCCCn1c(C(=O)c2ccc(Cl)cc2)c2ccc(C(F)(F)F)cc2[n+]1[O-] | 0.4 | 4.5% | i
COc1ccc(Cl)cc1C(=O)NNC(=O)c1csc(N2CCOCC2)n1 | 1.3 | 1.2%[50 µM] | i
Cc1ccc(CNc2ccc([N+](=O)[O-])cc2C(N)=O)cc1 | 0.6 | 2.3% | i
COc1ccc(C(=O)COC(=O)c2sccc2C)cc1OC | 0.4 | 0.2%[50 µM] | i
O=C(CCc1nc2ccccc2c(=O)[nH]1)NNC(=O)c1ccccc1Cl | 0.3 | 1.4%[50 µM] | i
CCCNS(=O)(=O)c1ccc(OCC(=O)Nc2ccc3c(c2)OCCO3)c(C)c1 | 1.0 | 0.7%[50 µM] | i
Cn1c(=S)c2[nH]c(SCCC(C)(C)C)nc2n(C)c1=O | 1.1 | 2.0% | i
CN(Cc1nc2ccccc2c(=O)[nH]1)C(=O)c1cc(-c2ccc(Br)cc2)nc2ccccc12 | 1.8 | 0.1%[50 µM] | i
C#CCOCCOCCOCCNc1nc(N2CCN(C(=O)[C@H](CCCCN)n3cc(CN)nn3)CC2)nc(N2CCN(C(=O)[C@H](CCCCN)n3cc([C@@H](N)CC(N)=O)nn3)CC2)n1 | 0.9 | -0.3% | i
CC[C@]12c3[nH]c4ccccc4c3CCN1C(=O)C(CC(=O)NCc1ccco1)C[C@@H]2C(=O)N1CCN(C(=O)C2CC2)CC1 (stereo partly specified) | 0.6 | 0.2% | i
Cc1ccc(C(=O)NNC(=O)c2ccc3ccccc3c2)cc1 | 0.7 | 0.9% | i
O=C(Nc1cc(S(=O)(=O)Nc2ccc(Cl)cc2)ccc1O)c1ccc(F)cc1F | 1.4 | -3.6% | i
CC(NC(=O)CN1CCN(CC(=O)Nc2ccccc2Cl)CC1)c1ccc(Br)cc1 (stereo unspecified) | 0.3 | 0.1%[50 µM] | i

A run of entries taken from the entries so far:
Molecule | Myeloid diff MLP GFP+ MAC1+ % | K1F lysis inhibition | Myeloid diff MLP
Cc1ccc(C(=O)NNC(=O)c2ccc3ccccc3c2)cc1 | 0.7 | 0.9% | i
O=C(Nc1cc(S(=O)(=O)Nc2ccc(Cl)cc2)ccc1O)c1ccc(F)cc1F | 1.4 | -3.6% | i
CC(NC(=O)CN1CCN(CC(=O)Nc2ccccc2Cl)CC1)c1ccc(Br)cc1 (stereo unspecified) | 0.3 | 0.1%[50 µM] | i

Next part
Molecule | Myeloid diff MLP GFP+ MAC1+ % | K1F lysis inhibition | Myeloid diff MLP
COc1ccc(S(=O)(=O)N2CCN(C(=O)CSC(=S)N3CCCC3)CC2)cc1 | 0.3 | 0.3%[50 µM] | i
COc1ccc(-n2c(=O)c(CCC(=O)N3CCN(c4ccccc4O)CC3)nc3ccccc32)cc1 | 2.5 | -0.4%[50 µM] | i
CC(C)[C@H](NC(=O)c1ccccc1)C(=O)NC1CCCCCCC1 | 0.3 | 0.2%[50 µM] | i
CCN(C1CCCCC1)S(=O)(=O)CCNC(=O)c1ccc2c(c1)OCO2 | 0.9 | -0.4%[50 µM] | i
CC1(c2ccc(OC(F)F)cc2)NC(=O)N(CC(=O)NCCC2=CCCCC2)C1=O (stereo unspecified) | 0.2 | 0.8%[50 µM] | i
CC12CCC(=O)N1C(C(=O)NNC(=O)c1cccc(Cl)c1)CS2 (stereo unspecified) | 0.5 | 1.3%[50 µM] | i
Cc1ccc(S(=O)(=O)N(C)CCCC(=O)Nc2ccccn2)cc1 | 0.6 | -0.1% | i
COc1ccccc1CC(=O)N1CCN(c2ccccc2)CC1 | 1.4 | 0.4% | i
CC(=O)Nc1cccc(NC(=O)/C=C/c2ccc(S(=O)(=O)N3CCOCC3)cc2)c1 | 1.0 | -3.3% | i
O=S(=O)(c1ccccc1Br)N(Cc1ccccc1)CC(O)COCc1ccccc1 (stereo unspecified) | 0.4 | 0.0% | i
Cc1ccc(Nc2cc(C)nc3ccccc23)c(C)c1 | 0.7 | -0.3% | i
C=CC[C@@H](Cc1ccc(F)cc1)C(=O)OC[C@H]1CCCN1C(=O)[C@H](CC=C)CC(=O)N[C@H](CO)Cc1ccccc1 | 0.2 | -1.6% | i
Cc1ccccc1OCC(=O)OCC(=O)NCc1ccc2c(c1)OCO2 | 2.3 | -3.3% | i
CC(C)(C)c1ccc(-c2nnc(SCC(=O)NCC3CCCO3)n2N)cc1 (stereo unspecified) | 0.1 | 0.3%[50 µM] | i
CC1(C2CC2)NC(=O)N(CC(=O)N2CCN(c3ccccc3Cl)CC2)C1=O (stereo unspecified) | 0.7 | 1.2%[50 µM] | i
COc1ccc(C=NOCC(=O)OCC(=O)Nc2ccc(OC)cc2)cc1 | 0.5 | 0.5%[50 µM] | i
COc1cc(/C=C/c2nc3ccccc3c(=O)[nH]2)ccc1OC(F)F | 0.4 | 0.1% | i
C=C1C[C@H]2[C@@H]3C=C(C)C4=CC(=O)CC[C@]4(C)[C@H]3CC[C@]2(C)[C@@]1(OC(C)=O)C(C)=O | 5.1 | 1.3% | i
O=C(c1ccc(-c2ccc([N+](=O)[O-])cc2)o1)N1CCCCCCC1 | 4.3* | -1.8%[50 µM] | +
Nc1cccc2cccc([N+](=O)[O-])c12 | 1.0 | -2.2% | i
CC1CCCCC1NC(=O)c1ccc(-n2cncn2)cc1 (stereo unspecified) | 0.2 | 1.4%[50 µM] | i
Cc1cc(C(=O)CN2CCN(CC(=O)Nc3cccc(F)c3)CC2)c(C)n1C1CC1 | 0.6 | 0.8%[50 µM] | i
O=C1c2ccccc2NC(c2ccc(-c3ccccc3F)o2)N1O (stereo unspecified) | 0.4 | -0.2% | i
C[C@H]1CN([C@@H](C)CO)C(=O)c2cccc(NS(=O)(=O)c3ccc(Cl)cc3)c2O[C@@H]1CN(C)CC1CCCCC1 | 1.5 | 0.4% | i
N#Cc1cccc(NC(=O)COC(=O)c2ccc[n+]([O-])c2)c1 | 1.2 | 6.8% | i
CSCCC(NS(=O)(=O)c1ccc(C)cc1)C(=O)NCC(C)(C)N1CCOCC1 (stereo unspecified) | 0.3 | 0.6%[50 µM] | i
COc1ccc(CCNC(=O)C(=O)NCC2CCCN2S(=O)(=O)c2ccc(OC)cc2)cc1 (stereo unspecified) | 0.7 | 0.4%[50 µM] | i
CCN(C(=O)COC(=O)CCOc1ccccc1)c1c(N)n(Cc2ccccc2)c(=O)[nH]c1=O | 0.5 | 0.5%[50 µM] | i
CC(c1ccccc1)N1CC(C(=O)N2CCCC(C(N)=O)C2)CC1=O (stereo unspecified) | 0.3 | 0.2%[50 µM] | i
CC(C)Cn1cnc2c1c(=O)n(CC(=O)NN)c(=O)n2Cc1ccccc1 | 0.7 | 0.1% | i
COC1OC(CO)C(N=C(C)C)C1O (stereo unspecified) | 1.1 | 0.3% | i
CCOc1ccccc1NC(=O)C(=O)CC(=O)c1ccc(OC)cc1 | 1.1 | -0.1% | i
COc1ccc(S(=O)(=O)N2CCOC23CCN(S(=O)(=O)c2cc(F)ccc2F)CC3)cc1 | 0.5 | -0.1%[50 µM] | i
Cc1ccc(C(=O)C(C)OC(=O)c2cc(=O)[nH]c3ccccc23)cc1 (stereo unspecified) | 0.9 | -0.1%[50 µM] | i
O=C(NC1CCCc2ccccc21)c1ccc(F)cc1F (stereo unspecified) | 0.2 | 0.6% | i
Cc1noc(C)c1NC(=O)N(C)C[C@H]1Oc2c(NC(=O)c3ccncc3)cccc2C(=O)N([C@H](C)CO)C[C@@H]1C | 1.0 | -1.7% | i
COC(=O)C1=C(C)N(Cc2ccco2)C(=O)N[C@@H]1c1ccc(Br)cc1 | 2.7 | -0.6% | i
C[C@@]12C(=O)N(c3ccc(C(F)(F)F)cc3)C(=O)N1[C@@H]1c3ccccc3OC[C@@H]1[C@H]2c1ccccc1 | 1.5 | 2.0% | i
Cc1c(CC(=O)O)c(=O)oc2c(C)c3occ(-c4ccccc4)c3cc12 | 0.9 | -0.4% | i
COc1ccc(Cl)cc1NC(=O)CN(C)C(=O)C1CCN(C(=O)Nc2ccccc2)CC1 | 0.4 | 0.1%[50 µM] | i

Two of the compounds above, with two lines to a compound:
Below each SMILES: Myeloid diff MLP GFP+ MAC1+ % | K1F lysis inhibition | Myeloid diff MLP
> COc1cc(/C=C/c2nc3ccccc3c(=O)[nH]2)ccc1OC(F)F
→ 0.4 | 0.1% | i
> CCc1nnc(NC(=O)c2cc3c(s2)CCCCC3)s1
→ 0.4 | -1.2% | i

Further entries:
Molecule | Myeloid diff MLP GFP+ MAC1+ % | K1F lysis inhibition | Myeloid diff MLP
Cc1cnc(C(=O)Nc2ccc(C)c(S(=O)(=O)N3CCCCC3)c2)cn1 | 0.6 | 0.2%[50 µM] | i
O=C(COC(=O)c1cc(Cl)nc(Cl)c1)NC1CCCCCC1 | 1.5 | -0.2%[50 µM] | i
CC12CCC(=O)N1C(C(=O)Nc1nc(-c3ccccc3Cl)cs1)CS2 (stereo unspecified) | 1.4 | 0.1%[50 µM] | i
CN(C)S(=O)(=O)c1cccc(NC(=O)COc2ccc3ccccc3c2)c1 | 0.7 | 0.6%[50 µM] | i
Cc1ccc(C)c(OCCC(=O)N2CCN(S(=O)(=O)c3cc(C)ccc3C)CC2)c1 | 0.8 | -0.4%[50 µM] | i
Oc1ccccc1C=NN=C1c2ccccc2-c2ccccc21 | 2.2 | 0.0% | i
O=C(NCCCl)Nc1ccccc1NS(=O)(=O)c1cccs1 | 0.8 | -1.2% | i
CCCc1cc(=O)[nH]c(SCC(=O)N2CCc3ccccc32)n1 | 0.4 | 0.5%[50 µM] | i

Whole records, looked up by structure. Order of screens: Myeloid diff MLP GFP+ MAC1+ %, K1F lysis inhibition, Myeloid diff MLP
`C[C@@H](NC(=O)c1nc[nH]c1C(=O)NCc1ccccc1)c1ccccc1` is listed as 1.7, 0.6%, i
`O=S(=O)(c1ccccc1Br)N(Cc1ccccc1)CC(O)COCc1ccccc1` (stereo unspecified) is listed as 0.4, 0.0%, i

More structures follow:
Molecule | Myeloid diff MLP GFP+ MAC1+ % | K1F lysis inhibition | Myeloid diff MLP
COc1ccccc1NC(=O)N(CCN1CCCC1)Cc1cc2cc(C)ccc2[nH]c1=O | 1.5 | 0.9% | i
COc1ccc(OC)c(C(C)NC(=O)C(C)n2cc([N+](=O)[O-])cn2)c1 (stereo unspecified) | 1.8 | 0.4%[50 µM] | i
CC(Sc1ccccc1)C(=O)NCC1COc2ccccc2O1 (stereo unspecified) | 1.6 | 0.6%[50 µM] | i
Cc1ccc(C)c(S(=O)(=O)N2CCCCC2CCNC(=O)C(=O)NCCc2ccco2)c1 (stereo unspecified) | 0.9 | -0.8% | i
COC(=O)[C@]1(Cc2ccccc2)N[C@H](CN(C)C(=O)NC(C)C)[C@@H]2C(=O)N(Cc3ccccc3)C(=O)[C@@H]21 | 1.0 | 0.0% | i
Cc1cccc(-n2ccnc2SCC(=O)Nc2cccc(S(=O)(=O)NC3=NCCC3)c2)c1C | 0.5 | 0.2%[50 µM] | i
Cc1nnc(SCC(=O)NC2CCCCC2)n1N | 0.2 | 0.7% | i
O=C(COC(=O)c1cc(Br)ccc1O)NC1CCCCCC1 | 0.1 | 1.3%[50 µM] | i
CN/C(=C/[N+](=O)[O-])NCCSCc1csc(CN(C)C)n1 | 1.5 | 0.7% | i
COc1ccc(C(=O)O/N=C/c2ccc(S(=O)(=O)c3ccc(Cl)cc3)nc2)cc1 | 0.4 | 0.1% | i

Not all compounds are listed. The share of hits here may be higher or lower than overall.
